Bioassay records as filed in PubChem.
PAX8 inh HTS: PAX8 transcriptional activity inhibition | inhibition, % at 12.6 µM | RMG-I TPO-luciferase reporter, SteadyGlo, 24 h | 1.2% of 360,000 active;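 active means mean replicate inhibition at least 60% with every replicate also reaching 60%; inconclusive means only one of the two criteria is met; inactive means mean below 60% and not all replicates reaching 60%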;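 further: luciferase light reporting Pax8 driven TPO promoter activity; plate controls were median of neutral control wells for no effect and mitoxantrone controls for full effect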
DENV2 CPE: protects cells from dengue virus 2 cytopathic effect. DENV2-infected cells, cytopathic effect rescue, plate reader. 1.7% of 350,000 active. CPE inhibition, % at 9.99 µM. AID 651640; in the data active means CPE inhibition above about 20%, passing the limit was not always enough; inconclusive means no clear call, values can overlap the other calls; tested in BHK-21 cells;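 further: 0% = median of neutral control wells and 100% = median of positive control wells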
FN deposition inh: fibronectin deposition inhibition. AH1F fibroblasts, Alexa488-fibronectin deposition fluorescence, overnight. inhibition, % at 12.6 µM. 0.086% of 350,000 active;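 active means mean inhibition across replicates of 30% or more, regardless of how many single replicates reach that level; inconclusive means mean under 30% yet at least half of replicates reach 30%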;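 further: positive control wells lacked labelled fibronectin entirely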
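Test system: AH1F fibroblast monolayer depositing Alexa488-labelled fibronectin into matrix. Input: 10000 cells per well. Technique: fluorescence, ex 485 nm, em 525 nm. Buffer or medium: DMEM plus 2% serum, read in PBS. Timing: 1 h cell adhesion before compound, then overnight fibronectin incubation. Compound: single dose, pinned. Read-out basis: inhibition from reduced deposited-fibronectin fluorescence.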
miR-122 sensor: blocks miR-122 activity in Huh7 sensor cells; Huh7 miR-122 Renilla luciferase sensor, 48 h; neutral wells = 0, positive control = 100; activation (reporter increase), % at 12.5 µM; 0.3% of 340,000 active;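 active means mean replicate activation score at least 90 and every replicate individually at or above 90; inconclusive means only one of the two criteria met; inactive means neither criterion met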;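 further: higher luciferase means less miR-122 activity so hits act as miR-122 inhibitors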
F508del corr: correctors of CFTR F508del function in bronchial epithelial cells; activity (quench increase), % at 7.58 µM; AID 720511; CFBE cells, YFP halide quenching; stimulated with forskolin plus potentiator P3; % fluorescence drop versus neutral controls; 0.36% of 350,000 active;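 active means mean added fluorescence quench of at least 8% versus neutral control, with both replicates also reaching 8%; inconclusive means only one of the mean or replicate conditions met; inactive means mean below 8% and not both replicates reaching 8%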;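 further: cells transiently co-express mutant CFTR-F508del with the halide-sensitive YFP; corrector assay measuring rescue of mutant channel to the surface after 24 h compound exposure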
GSIS activator: primary screen for activators of insulin secretion dependent on glucose, INS-1E cells, GLuc reporter luminescence. 0.61% of 370,000 active. INS-1E GLuc reporter insulin secretion, 2-3 h. activation, % at 16.6 µM;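 active means lowest replicate activation of at least 40%, so every replicate reaches that level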;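 further: 0% = median of neutral control wells and 100% = median of IBMX positive control wells; some compounds called inactive have numbers as strong as hits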
EWS-Fli inh: EWS/Fli transcriptional activity inhibition. A673 NR0B1-luciferase reporter, viability-normalised. inhibition, % at 12.6 µM. 0.67% of 350,000 active. AID 651661;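 active means mean inhibition of at least 50% after viability correction, with every replicate also passing that limit; inconclusive means mean reaches 50% but only one of two replicates passes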;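 further: firefly luciferase signal divided by Alamar Blue viability fluorescence both relative to DMSO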
Numbers without * were called inactive; [ ] = another dose, or the depositor's remark.

For Cc1noc(C)c1S(=O)(=O)Nc1ccc2c(c1)C(=O)N([C@H](C)CO)C[C@H](C)[C@@H](CN(C)C(=O)Nc1ccc3c(c1)OCO3)OCCCC[C@H](C)O2 the results were DENV2 CPE -1, miR-122 sensor -4[16.7 µM], F508del corr -1.9, GSIS activator -2 and EWS-Fli inh -67.
For Cc1ccc(S(=O)(=O)N(C)C[C@@H]2OCCCC[C@@H](C)Oc3ccc(NC(=O)c4ccncc4)cc3C(=O)N([C@@H](C)CO)C[C@@H]2C)cc1 the results were PAX8 inh HTS -18, DENV2 CPE 2, FN deposition inh 9, miR-122 sensor -1[16.7 µM], F508del corr -0.5, GSIS activator -17 and EWS-Fli inh -14.
Screening CC1CCN(C(=O)CSc2nnc(CNC(=O)c3c(F)cccc3F)o2)CC1 returned PAX8 inh HTS -4, DENV2 CPE 12, FN deposition inh 0, miR-122 sensor 2, F508del corr 3.0 and GSIS activator 13.
N#C[C@H]1[C@@H](c2ccc(C3=CCCC3)cc2)[C@@H](CO)N1C(=O)C1CCOCC1 was read as PAX8 inh HTS -11, DENV2 CPE 4, FN deposition inh -1, F508del corr 2.5, GSIS activator -4 and EWS-Fli inh -6.
C[C@@H]1CCCCO[C@H](CN(C)C(=O)CCCN(C)C)[C@H](C)CN([C@H](C)CO)C(=O)c2cc(NS(C)(=O)=O)ccc2O1 was read as PAX8 inh HTS -12, miR-122 sensor 3[16.7 µM], F508del corr 1.5, GSIS activator 2 and EWS-Fli inh -2.
`O=C(c1ccc(F)cc1)N1CC(=O)N2[C@H](CO)[C@H](c3ccc(-c4cccnc4)cc3)[C@@H]2C1` gave PAX8 inh HTS -16, DENV2 CPE -7, F508del corr -0.8, GSIS activator 6 and EWS-Fli inh 11.
Screening O=C(CC1CC1)N[C@H]1CC[C@@H](CCNS(=O)(=O)c2ccc(Cl)cc2)O[C@H]1CO returned PAX8 inh HTS 2, DENV2 CPE 3, FN deposition inh -10, F508del corr -3.3, GSIS activator 3 and EWS-Fli inh -5.
`CCOc1ccc(CN(C)CC(=O)Nc2cccc(C)c2)cc1OC` gave PAX8 inh HTS 1, FN deposition inh -3, miR-122 sensor -3, F508del corr -2.1, GSIS activator -12 and EWS-Fli inh -2.
For C[C@H]1CN([C@@H](C)CO)C(=O)c2ccccc2-c2ccccc2CO[C@H]1CN(C)C(=O)Nc1cccc(C(F)(F)F)c1 the results were PAX8 inh HTS -10, DENV2 CPE 0, FN deposition inh 0, F508del corr -1.1, GSIS activator 5 and EWS-Fli inh 3.
`Cc1ccc(S(=O)(=O)c2nc(S(C)(=O)=O)sc2N2CCOCC2)cc1` gave PAX8 inh HTS 44, DENV2 CPE 3, FN deposition inh 5, miR-122 sensor 0, F508del corr -9.1, GSIS activator 9 and EWS-Fli inh 22.
CC1(c2ccc(Cl)cc2)NC(=O)N(CC(=O)NC2CCCCC2)C1=O (configuration not stated) was read as PAX8 inh HTS 11, DENV2 CPE 3, FN deposition inh -4, F508del corr 0.3, GSIS activator -19 and EWS-Fli inh 1.
COC(=O)CN1C(=O)[C@H]2[C@@H](c3ccc(C)o3)N3C(=O)CN(Cc4ccccc4)C(=O)[C@@]3(C)[C@H]2C1=O was read as PAX8 inh HTS -8, DENV2 CPE 3, FN deposition inh -3, miR-122 sensor 0, F508del corr -1.1 and EWS-Fli inh -6.
`Cc1ccc2c(C(=O)CNc3nncs3)c(C)[nH]c2c1` gave PAX8 inh HTS 1, DENV2 CPE -10, FN deposition inh -5, F508del corr 0.4, GSIS activator 10 and EWS-Fli inh 2.
Screening Cc1cc(C)cc(C(=O)Nc2ccc(N3CCN(C(=O)c4ccco4)CC3)cc2)c1 returned PAX8 inh HTS 0, DENV2 CPE 3, FN deposition inh 4, miR-122 sensor 5, F508del corr 3.4, GSIS activator -2 and EWS-Fli inh 2.
`C[C@@H]1CN([C@H](C)CO)C(=O)c2cc(NS(=O)(=O)c3ccc(F)cc3)ccc2O[C@@H](C)CCCCO[C@@H]1CN(C)Cc1ccncc1` gave PAX8 inh HTS 1, DENV2 CPE 34*, FN deposition inh -10, miR-122 sensor 4[16.7 µM], F508del corr 1.9, GSIS activator -23 and EWS-Fli inh 6.
For NNC(=O)c1ccc(CSc2nc3ccccc3[nH]2)cc1 the results were PAX8 inh HTS -2, DENV2 CPE 0, FN deposition inh 3, F508del corr -0.3, GSIS activator 3 and EWS-Fli inh -14.
Screening COc1cccc(OCCCOc2ccccc2C(C)C)c1 returned DENV2 CPE -4, F508del corr -0.7, GSIS activator -25 and EWS-Fli inh 0.
Screening COc1ccc(NC(=O)NCc2ccc3c(c2)OCO3)cc1 returned PAX8 inh HTS -12, DENV2 CPE -1, GSIS activator -3 and EWS-Fli inh -9.
`Cc1cc(C)n2c(Nc3ccc4c(c3)OCCO4)c(CC(C)C)nc2n1` gave PAX8 inh HTS -7, DENV2 CPE 46*, FN deposition inh 0, F508del corr -0.8, GSIS activator 6 and EWS-Fli inh 2.
`CCCCCCCCC(=O)NNC(=O)c1c(O)c2ccccc2n(CC)c1=O` gave PAX8 inh HTS 10, DENV2 CPE 3, FN deposition inh -2, F508del corr 0.7 and EWS-Fli inh 6.
COc1ccc(/C=N/NC(=O)CCSc2nc3ccccc3s2)cc1 was read as PAX8 inh HTS 15, DENV2 CPE 3, FN deposition inh -3, GSIS activator -15 and EWS-Fli inh 39.
`CC(=O)c1c(C)[nH]c(C(=O)N2CCc3ccccc3C2)c1C` gave PAX8 inh HTS 31, FN deposition inh 2 and miR-122 sensor 20.
CCC(=O)N1C[C@@H](C)[C@@H](OC)CN(C)C(=O)c2cc(NC(=O)Nc3cccc(F)c3)ccc2OC[C@H]1C was read as PAX8 inh HTS 4, DENV2 CPE 0, FN deposition inh 9, miR-122 sensor -2[16.7 µM], F508del corr 0.5, GSIS activator -22 and EWS-Fli inh 1.
Screening CCC(=O)N1[C@@H](CO)[C@@H](c2ccccc2)C12CN(C(=O)Cc1ccccc1)C2 returned PAX8 inh HTS -14, DENV2 CPE 15, F508del corr -1.0, GSIS activator 8 and EWS-Fli inh -11.
`Cc1ccc(S(=O)(=O)N(C)C[C@H]2Oc3ccc(NC(=O)CCC(F)(F)F)cc3C(=O)N([C@H](C)CO)C[C@H]2C)cc1` gave PAX8 inh HTS 8, DENV2 CPE 1, miR-122 sensor 35[16.7 µM], F508del corr -2.6, GSIS activator -4 and EWS-Fli inh -17.
For C[C@H](CO)N1C[C@H](C)[C@H](CN(C)Cc2ccc3c(c2)OCO3)Oc2ccc(NC(=O)C3CC3)cc2CC1=O the results were PAX8 inh HTS -3, DENV2 CPE 8, miR-122 sensor 0[16.7 µM], F508del corr 0.8, GSIS activator 3 and EWS-Fli inh 14.
Screening CCOC(=O)CC1Sc2ccccc2NC1=O (configuration not stated) returned DENV2 CPE -1, miR-122 sensor 15, F508del corr -0.9, GSIS activator 31 and EWS-Fli inh 1.
`CC(C)c1ccc(NC(=O)CN(C)C2=NS(=O)(=O)c3ccccc32)cc1` gave PAX8 inh HTS 0, DENV2 CPE -2, miR-122 sensor -4, F508del corr -0.7, GSIS activator 1 and EWS-Fli inh -5.
For C=CCNC(=O)c1cc(-c2ccncc2)nc2c(C)cc(C)cc12 the results were DENV2 CPE -4, FN deposition inh -2, miR-122 sensor 12, F508del corr 0.4, GSIS activator 1 and EWS-Fli inh 4.
`O=S(=O)(c1cccc(F)c1)N1CCc2sccc2C1c1ccc(OC(F)(F)F)cc1` (configuration not stated) gave PAX8 inh HTS -28, DENV2 CPE -2, FN deposition inh 0, miR-122 sensor 12, F508del corr 1.3, GSIS activator -30 and EWS-Fli inh 17.
`CNC(=S)NCc1ccc(Cl)cc1` gave PAX8 inh HTS -7, FN deposition inh 2, miR-122 sensor -7 and GSIS activator -10.
For CCCC(=O)Nc1ccc2c(c1)C(=O)N(C)C[C@@H](OC)[C@H](C)CN(Cc1ccccc1F)[C@H](C)CO2 the results were DENV2 CPE -6, FN deposition inh 2, miR-122 sensor 8[16.7 µM], F508del corr 0.4, GSIS activator -23 and EWS-Fli inh 0.
`COc1ccc2cc(C3CC(c4ccco4)=NN3C(=O)CCC(=O)O)c(Cl)nc2c1` (configuration not stated) gave PAX8 inh HTS -16, DENV2 CPE inconclusive, FN deposition inh 1, miR-122 sensor -9, GSIS activator 7 and EWS-Fli inh -10.
Cc1ccccc1OCC(=O)N1N=C(c2cccnc2)CC1(O)C(F)(F)F (configuration not stated) was read as PAX8 inh HTS -5, DENV2 CPE 3, FN deposition inh 6, miR-122 sensor -2, GSIS activator -2 and EWS-Fli inh 3.
Screening Clc1ccc(-n2nnc(-c3ncc[nH]3)n2)cc1Cl returned PAX8 inh HTS -92, DENV2 CPE -3, FN deposition inh -54, miR-122 sensor -3, F508del corr -0.6, GSIS activator 1 and EWS-Fli inh -94.
For Cc1ncccc1C(=O)N1CCCC(CCC(=O)N2CCN(c3ccccn3)CC2)C1 (configuration not stated) the results were PAX8 inh HTS -5, DENV2 CPE -1, FN deposition inh 9, miR-122 sensor 0, F508del corr -0.2 and GSIS activator 11.
For Cc1ccc2nc(SCC(=O)N3CCCc4ccccc43)nc(=O)n2c1 the results were PAX8 inh HTS 1, DENV2 CPE 4, FN deposition inh 3, miR-122 sensor -6, F508del corr 0.0, GSIS activator -3 and EWS-Fli inh 1.
Screening COc1cc(OC)cc(-c2c(C#Cc3ccsc3)c3cc(-c4ccc(C(N)=O)cc4)ccc3n2C)c1 returned PAX8 inh HTS inconclusive, DENV2 CPE -3, FN deposition inh 12, miR-122 sensor 2, F508del corr 0.5, GSIS activator -13 and EWS-Fli inh 19.
Screening CNC[C@@H]1OCCCC[C@@H](C)Oc2ccc(NC(=O)Nc3ccccc3)cc2C(=O)N([C@@H](C)CO)C[C@H]1C returned PAX8 inh HTS -2, miR-122 sensor -2[16.7 µM], F508del corr 0.6, GSIS activator 12 and EWS-Fli inh -3.
`C[C@H]1CN([C@@H](C)CO)C(=O)c2cccc(NS(=O)(=O)c3ccc(Cl)cc3)c2O[C@@H]1CN(C)Cc1ccc(C(=O)O)cc1` gave DENV2 CPE -9, miR-122 sensor 1[16.7 µM], F508del corr 0.9, GSIS activator 3 and EWS-Fli inh -6.

Next section, overlapping the part above by two compounds.
Screening CNC[C@@H]1OCCCC[C@@H](C)Oc2ccc(NC(=O)Nc3ccccc3)cc2C(=O)N([C@@H](C)CO)C[C@H]1C returned PAX8 inh HTS -2, miR-122 sensor -2[16.7 µM], F508del corr 0.6, GSIS activator 12 and EWS-Fli inh -3.
`C[C@H]1CN([C@@H](C)CO)C(=O)c2cccc(NS(=O)(=O)c3ccc(Cl)cc3)c2O[C@@H]1CN(C)Cc1ccc(C(=O)O)cc1` gave DENV2 CPE -9, miR-122 sensor 1[16.7 µM], F508del corr 0.9, GSIS activator 3 and EWS-Fli inh -6.
Screening O=c1c2cc([N+](=O)[O-])ccc2sn1-c1ccccc1 returned PAX8 inh HTS -30, DENV2 CPE 1, miR-122 sensor -3, F508del corr -2.2, GSIS activator -2 and EWS-Fli inh -29.
Screening CCOc1ccccc1OCCCC(=O)ON=C(N)c1ccccc1 returned PAX8 inh HTS 7, DENV2 CPE 2, FN deposition inh -5, miR-122 sensor -5, F508del corr 0.1 and EWS-Fli inh 0.
Screening N=c1ccn(O)cc1CCc1ccccc1 returned PAX8 inh HTS 12, DENV2 CPE 14, FN deposition inh 2, F508del corr -1.6, GSIS activator 4 and EWS-Fli inh 0.
`O=C(CSc1nnc(CNC(=O)c2c(F)cccc2F)o1)Nc1ccc2c(c1)OCCO2` gave DENV2 CPE -5, FN deposition inh 2, miR-122 sensor -3, F508del corr 2.3 and EWS-Fli inh -2.
For C[C@@H]1CN([C@H](C)CO)C(=O)c2cccc(NC(=O)C3CCCCC3)c2O[C@H]1CN(C)C(=O)Nc1ccccc1 the results were PAX8 inh HTS -3, DENV2 CPE 11, miR-122 sensor 12[16.7 µM], F508del corr -0.2, GSIS activator 7 and EWS-Fli inh -2.
